Screens as filed in PubChem BioAssay.
Bcl-B TR3 displacers: displacers of TR3 peptide from Bcl-B, primary screen, selectivity assay for Bfl-1 inhibitor project, biochemical, fluorescence polarization | FP displacement of FITC-TR3 peptide from Bcl-B; higher % means a stronger effect | displacement, % at 20 µM; hits with a dose series show IC50 in µM | 96,000 compounds, 0.11% hits;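 active = displacement above 50% at 20 µM plus a fluorescence interference ratio under 1.5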;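 note: plate controls were wells without compound for no effect and wells lacking Bcl-B protein for full effect; a part of the inactive calls stands beside numbers as strong as those of hits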
PLAP inhibitors HTS: inhibition of human placental alkaline phosphatase – biochemical, luminescence, HTS (AID 690) | inhibition, % at 20 µM, or IC50 in µM where a hit was titrated | 96,000 compounds, 0.08% hits | purified PLAP, luminescent substrate; higher % means a stronger effect; in the data active = a potency from the dose series; inactive = the rest, 99 in 100 with inhibition below about 30%; note: strong numbers were not always called active
NFkB transloc inh: blocks IL-1B driven NFkB nuclear translocation in HUVEC cells. HUVEC IL-1B NFkB p65 nuclear translocation imaging. inhibition, % at 2 µM. 94,000 compounds, 0.43% hits. AID 796;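 active = inhibition above about 30% together with a positive call from visual inspection of the well image, limit read from the data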;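 note: nuclear over cytoplasmic p65 intensity ratio measured by imaging; 0% = IL-1B stimulated DMSO wells and 100% = unstimulated DMSO wells; values of inactives mirror those of a sister screen read the other way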
MRP reversal: reverses drug resistance mediated by MRP | H69AR cells + 2 uM doxorubicin, CellTiter-Glo, 72 h | differential viability (reversal), % at 10 µM | 85,000 compounds, 0.04% hits | AID 602;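 active = viability drop by adding the cancer drug above about 55%, with treated viability meeting a 40% cutoff, limit read from the data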;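 note: viability without doxorubicin minus viability with 2 µM doxorubicin for each compound; larger differential means the compound sensitizes cells more to doxorubicin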
NFkB transloc pot: enhances IL-1B driven NFkB nuclear translocation; activation, % at 2 µM; 94,000 compounds, 0.3% hits; HUVEC IL-1B NFkB p65 nuclear translocation imaging; AID 819;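 active = activation above 40%, about the mean plus 3 SD, also judged a hit on visual image review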;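 note: percent activation is computed from the nuclear over cytoplasmic p65 intensity ratio; values of inactives mirror those of a sister screen read the other way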
MRP reversal cytotoxicity: also measured in MRP reversal; calls as there; viability, %; H69AR cells, CellTiter-Glo, 72 h; measured here: cytotoxicity without doxorubicin
MRP reversal with doxorubicin: also measured in MRP reversal; calls as there; viability, %; measured here: viability with 2 uM doxorubicin; active compounds read low
NFkB transloc inh cell count 2 µM: second read-out of NFkB transloc inh, no call of its own (marks repeat the call); cell count; measured here: cells passing quality filter;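 raw number of nuclei counted in each imaged well without normalization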
NFkB transloc pot cell count 2 µM: recorded beside NFkB transloc pot, whose call it bears; cell count; measured here: cells passing quality filter
Active calls of the source: *; . = not tested or not shown. Some of the compounds tested; count on the stated rates, not on these rows.

Assay codes – A = Bcl-B TR3 displacers; B = PLAP inhibitors HTS; C = NFkB transloc inh; D = NFkB transloc inh cell count 2 µM; E = MRP reversal; F = MRP reversal cytotoxicity; G = MRP reversal with doxorubicin; H = NFkB transloc pot; I = NFkB transloc pot cell count 2 µM
O=C(Nc1ccn(Cc2c(F)c(F)cc(F)c2F)n1)c1cccc(Cn2cc([N+](=O)[O-])cn2)c1
  A: -9%	B: 19%	C: -15	D: 178	E: .	F: .	G: .	H: 15	I: 178
O=C(COC(=O)C1COc2ccccc2O1)NC(=O)Nc1ccc2c(c1)OCCO2 (stereo not given)
  A: -4%	B: 10%	C: -18	D: 102	E: -14	F: 83	G: 96	H: 18	I: 102
CCC(C)NC(=O)CCc1c(C)nc2nc(-c3cc(OC)cc(OC)c3)nn2c1C (stereo not given)
  A: -3%	B: -27%	C: -8	D: 133	E: 3	F: 71	G: 68	H: 8	I: 133
O=C(c1ccccc1)c1nn(-c2ccc(Cl)cc2)cc1C(=O)c1cc2ccccc2oc1=O
  A: -29%	B: -35%	C: 19	D: 206	E: .	F: .	G: .	H: -19	I: 206
CC1(C)C(=O)Nc2ccccc2N1C(=O)COC(=O)CCSc1ccccc1
  A: -13%	B: 6%	C: -21	D: 154	E: .	F: .	G: .	H: 21	I: 154
O=C(NCC1CCCO1)c1nc2c(nnn2Cc2ccc(F)cc2)c(=O)[nH]1 (stereo not given)
  A: 6%	B: -53%	C: .	D: .	E: -10	F: 98	G: 108	H: .	I: .
CC1(C)CC(=O)C(C=Nc2ccc3[nH]ncc3c2)=C(O)C1
  A: 18%	B: -64%	C: 8	D: 73	E: 11	F: 96	G: 85	H: -8	I: 73
Cc1ccc2cc(CCNC(=O)c3ccc4c(c3)OCO4)c(=O)[nH]c2c1C
  A: 1%	B: 0%	C: -3	D: 202	E: -5	F: 90	G: 95	H: 3	I: 202
Cc1oc(-c2cccc(Cl)c2)nc1CSCC(=O)O
  A: 10%	B: -19%	C: -14	D: 185	E: 14	F: 96	G: 82	H: 15	I: 185
COc1cccc(OC)c1OCCN(C)C
  A: 10%	B: 4%	C: 10	D: 123	E: 10	F: 88	G: 77	H: -10	I: 123
CCOC(=O)c1c(C)c(C(=O)Nc2ccc(N(C)C)cc2)c(C)n1CC
  A: 10%	B: -13%	C: 7	D: 127	E: -26	F: 19	G: 45	H: -7	I: 127
Cc1ccc(CNC(N)=S)cc1
  A: -1%	B: -3%	C: -25	D: 170	E: .	F: .	G: .	H: 25	I: 170
CCOC(=O)c1cnc(-n2nc(C)cc2C)nc1NCCc1ccccc1
  A: 27%	B: -77%	C: 2	D: 108	E: 0	F: 2	G: 2	H: -2	I: 108
Cc1cccn2c(=O)c3cc(C(=O)N4CCN(C(=O)c5ccco5)CC4)n(C)c3nc12
  A: -37%	B: -57%	C: .	D: .	E: 13	F: 86	G: 73	H: .	I: .
COc1ccc2cc3cc(C(=O)N4CCN(c5ccccc5)CC4)oc3nc2c1
  A: 14%	B: 23%	C: -15	D: 193	E: 13	F: 90	G: 77	H: 15	I: 193

Reformatted: results already given.
Results follow in this order: Bcl-B TR3 displacers	PLAP inhibitors HTS	NFkB transloc inh	NFkB transloc inh cell count 2 µM	MRP reversal	MRP reversal cytotoxicity	MRP reversal with doxorubicin	NFkB transloc pot	NFkB transloc pot cell count 2 µM
- CC1(C)C(=O)Nc2ccccc2N1C(=O)COC(=O)CCSc1ccccc1
→ -13%	6%	-21	154	.	.	.	21	154
- O=C(NCC1CCCO1)c1nc2c(nnn2Cc2ccc(F)cc2)c(=O)[nH]1 (stereo not given)
→ 6%	-53%	.	.	-10	98	108	.	.
- CC1(C)CC(=O)C(C=Nc2ccc3[nH]ncc3c2)=C(O)C1
→ 18%	-64%	8	73	11	96	85	-8	73
- Cc1ccc2cc(CCNC(=O)c3ccc4c(c3)OCO4)c(=O)[nH]c2c1C
→ 1%	0%	-3	202	-5	90	95	3	202
- Cc1oc(-c2cccc(Cl)c2)nc1CSCC(=O)O
→ 10%	-19%	-14	185	14	96	82	15	185
- COc1cccc(OC)c1OCCN(C)C
→ 10%	4%	10	123	10	88	77	-10	123
- CCOC(=O)c1c(C)c(C(=O)Nc2ccc(N(C)C)cc2)c(C)n1CC
→ 10%	-13%	7	127	-26	19	45	-7	127
- Cc1ccc(CNC(N)=S)cc1
→ -1%	-3%	-25	170	.	.	.	25	170
- CCOC(=O)c1cnc(-n2nc(C)cc2C)nc1NCCc1ccccc1
→ 27%	-77%	2	108	0	2	2	-2	108
- Cc1cccn2c(=O)c3cc(C(=O)N4CCN(C(=O)c5ccco5)CC4)n(C)c3nc12
→ -37%	-57%	.	.	13	86	73	.	.
- COc1ccc2cc3cc(C(=O)N4CCN(c5ccccc5)CC4)oc3nc2c1
→ 14%	23%	-15	193	13	90	77	15	193

More results follow:
Assay codes – A = Bcl-B TR3 displacers; B = PLAP inhibitors HTS; C = NFkB transloc inh; D = NFkB transloc inh cell count 2 µM; E = MRP reversal; F = MRP reversal cytotoxicity; G = MRP reversal with doxorubicin; H = NFkB transloc pot; I = NFkB transloc pot cell count 2 µM
Cc1ccccc1-n1c(SC/C(O)=C(\C#N)c2nc3ccccc3[nH]2)nnc1-c1ccncc1
  A: -1%	B: -80%	C: .	D: .	E: -17	F: 44	G: 61	H: .	I: .
Cc1ccccc1CSCCNS(C)(=O)=O
  A: -5%	B: 21%	C: -33	D: 61	E: 9	F: 103	G: 94	H: 33	I: 61
CCn1c2ccccc2c2cc(Nc3cc(C)nc4ncnn34)ccc21
  A: 8%	B: -60%	C: .	D: .	E: -33	F: 31	G: 65	H: .	I: .
Cc1ccc(NC(=O)c2cc(-c3ccco3)on2)cc1
  A: 5%	B: 12%	C: -5	D: 188	E: .	F: .	G: .	H: 5	I: 188
O=C(Nc1ccc(-c2nc3c(ccc4ccccc43)o2)cc1)c1ccco1
  A: -70%	B: -31%	C: 5	D: 74	E: -7	F: 19	G: 27	H: -5	I: 74
COC(=O)c1cc2ccsc2n1CC(=O)Nc1cc(C)cc(C)c1
  A: -9%	B: 22%	C: -7	D: 124	E: -13	F: 74	G: 87	H: 7	I: 124
COc1ccc(/C=N/NC(=O)c2cc(-c3ccccc3OC)nc3ccccc23)cc1COC(C)=O
  A: -10%	B: -4%	C: -2	D: 190	E: .	F: .	G: .	H: 2	I: 190
CN(C)C(/C=C/Nc1ccccc1F)=C(C#N)C#N
  A: -4%	B: 12%	C: .	D: .	E: .	F: .	G: .	H: .	I: .
O=C(CCC1(C(=O)O)CCC(=O)NC1)NCc1ccccc1 (stereo not given)
  A: -6%	B: 5%	C: -14	D: 139	E: 4	F: 101	G: 97	H: 14	I: 139
Cc1ccnc(NC(=O)CCC(=O)N(CC(=O)NC(C)(C)C)C2CCCC2)c1
  A: -7%	B: -19%	C: 1	D: 87	E: 19	F: 92	G: 74	H: -1	I: 87
CCOc1cccc(-c2nnc(SCC(=O)Nc3cc(OC)cc(OC)c3)n2N)c1
  A: -2%	B: 26%	C: 4	D: 108	E: 6	F: 90	G: 84	H: -4	I: 108
COc1cc(/C=N/NC(=O)C(C)n2nnc3ccccc32)ccc1O (stereo not given)
  A: 7%	B: -57%	C: -11	D: 167	E: .	F: .	G: .	H: 11	I: 167
CC(C)C(=O)N1CCc2cc(-c3csc(N)n3)ccc21
  A: 2%	B: -36%	C: -23	D: 211	E: .	F: .	G: .	H: 23	I: 211
CSC1CCCCC1(O)CSc1nc2ccccc2o1 (stereo not given)
  A: -3%	B: 17%	C: -6	D: 142	E: 8	F: 84	G: 77	H: 6	I: 142
O=S(=O)(c1ccc(NCCc2c[nH]c3ccccc23)nc1)N1CCOCC1
  A: -3%	B: 22%	C: -5	D: 168	E: 8	F: 74	G: 65	H: 5	I: 168
Cc1ccccc1NC(=O)c1cccc(S(=O)(=O)Oc2ccc([N+](=O)[O-])cc2)c1
  A: -3%	B: 22%	C: -6	D: 130	E: .	F: .	G: .	H: 6	I: 130
Cc1noc(C)c1C(=O)Nc1ccc(Cl)cc1C(F)(F)F
  A: 64%	B: 2%	C: -6	D: 151	E: .	F: .	G: .	H: 6	I: 151
CCN(CC)CCCn1c(=S)[nH]c2cc(OC)c(OC)cc2c1=O
  A: -10%	B: -4%	C: -11	D: 144	E: 12	F: 83	G: 71	H: 11	I: 144
CCOc1ccccc1OCCCCN1CCCC1
  A: -8%	B: -5%	C: -30	D: 117	E: -7	F: 83	G: 90	H: 30	I: 117
CCC(=O)Nc1nnc(SCCOC)s1
  A: 1%	B: -10%	C: 7	D: 157	E: -12	F: 82	G: 93	H: -7	I: 157
COc1ccc(CCn2c(SCC(=O)Nc3cc(C)on3)nc3ccccc3c2=O)cc1OC
  A: -8%	B: 2%	C: 3	D: 126	E: -7	F: 33	G: 39	H: -3	I: 126
O=C(NCCCN1CCOCC1)NC1CCCCC1
  A: 0%	B: 10%	C: -5	D: 173	E: 16	F: 104	G: 88	H: 5	I: 173
COc1ccccc1NC(=O)CSc1nncn1-c1cccnc1
  A: .	B: .	C: -1	D: 114	E: -7	F: 80	G: 87	H: 1	I: 114
COc1nc(-c2ccccc2)ccc1-c1noc(C)n1
  A: -12%	B: -2%	C: 11	D: 144	E: 11	F: 89	G: 78	H: -11	I: 144
N#CCCCSc1nnc(-c2ccccn2)o1
  A: 5%	B: 14%	C: -9	D: 204	E: -7	F: 80	G: 87	H: 9	I: 204
O=C(c1ccc(Cn2cc(Br)cn2)cc1)N1CCN(c2ccccc2)CC1
  A: 7%	B: -32%	C: 10	D: 167	E: -55	F: 9	G: 64	H: -10	I: 167
CCCCOc1ccc(-c2ncc(Cl)cn2)cc1
  A: -13%	B: 0%	C: -6	D: 128	E: 7	F: 101	G: 94	H: 6	I: 128
CCC(C)NC(=O)C1CCN(S(=O)(=O)c2cccc3cccnc23)CC1 (stereo not given)
  A: -3%	B: -19%	C: -2	D: 41	E: 0	F: 99	G: 98	H: 2	I: 41
CCOC(=O)C1CCN(S(=O)(=O)c2cccc(-c3cn4cc(Cl)ccc4n3)c2)CC1
  A: -28%	B: -70%	C: -11	D: 198	E: 25	F: 88	G: 63	H: 11	I: 198
CC(O)CNCc1ccc(-c2ccccc2)cc1 (stereo not given)
  A: 9%	B: -9%	C: 17	D: 121	E: .	F: .	G: .	H: -17	I: 121
COc1cccc(-n2c(=O)[nH]cc(C(=O)Nc3ccc4c(c3)OCCO4)c2=O)c1
  A: .	B: .	C: 13	D: 45	E: 4	F: 89	G: 85	H: -13	I: 45
CCOc1ccc(CC2CC(=O)NC2=O)cc1 (stereo not given)
  A: -2%	B: 9%	C: -23	D: 188	E: 18	F: 110	G: 92	H: 23	I: 188
O=C(NC1CCCCCCC1)c1ccccc1O
  A: -13%	B: 10%	C: -8	D: 219	E: -13	F: 78	G: 91	H: 7	I: 219
CCN1C(=O)NC2=C(C(=O)c3ccccc32)C1c1ccccc1F (stereo not given)
  A: 30%	B: -21%	C: 5	D: 165	E: 3	F: 88	G: 85	H: -33	I: 75
O=C(Cn1cnc2c(nnn2Cc2ccccc2)c1=O)NCC1CCCO1 (stereo not given)
  A: -4%	B: -5%	C: .	D: .	E: 1	F: 105	G: 104	H: .	I: .
c1coc(-c2nc3ccccc3nc2-c2ccco2)c1
  A: 22%	B: -14%	C: .	D: .	E: -3	F: 97	G: 100	H: .	I: .
COCCCNC(=O)CN(c1ccc(Cl)c(Cl)c1)S(C)(=O)=O
  A: -20%	B: -18%	C: -8	D: 105	E: -3	F: 90	G: 93	H: 8	I: 105
O=C(CCCn1c(=O)[nH]c2cc(Cl)ccc2c1=O)NC1CCCCCC1
  A: 8%	B: 16%	C: .	D: .	E: 4	F: 85	G: 81	H: .	I: .
O=C(COC(=O)Cc1ccc(S(=O)(=O)N2CCOCC2)s1)NCc1ccc(Cl)cc1
  A: -32%	B: -66%	C: -5	D: 155	E: .	F: .	G: .	H: 5	I: 155
COc1ccc(OC)c(S(=O)(=O)NCc2csc(-c3ccccc3)n2)c1
  A: 2%	B: 15%	C: -2	D: 122	E: .	F: .	G: .	H: 2	I: 122
CCCS(=O)(=O)N1CCCC(C(=O)NCCCN2CCN(c3cccc(Cl)c3)CC2)C1 (stereo not given)
  A: 46%	B: -56%	C: 0	D: 184	E: .	F: .	G: .	H: 0	I: 184
